Large T inhibition – TAg ATPase/helicase activity blockers – biochemical (AID 1903); SV40 large T antigen ATPase/helicase inhibition assay; higher % means a stronger effect; one-dose inhibition, % at 20 µM; IC50 in µM for titrated hits; hit rate 0.39% among 310,000; in the data active means a potency from the dose series; inconclusive means inhibition mostly from about 32% at the one dose, without a potency; inactive means the rest, 99 in 100 with inhibition below about 32%; further: strong numbers were not always called active
T cell HTS – T cell immune modulation candidate. 2C CD8+ T cell-vesicle binding, flow cytometry; active compounds read low. calls only at 7 µM. hit rate 0.068% among 330,000;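 active means response, share of CD8 T cells binding vesicles, and their 90th percentile fluorescence all below set limits, cut at about 80% in these data, passing the limit was not always enough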
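Assay system – 2C mouse CD8+ T cells · Also added – QL9-loaded Drosophila micro-vesicles · Timing – Cell–vesicle co-incubation 1.5 h at 37 °C, staining 20 min on ice · Signal – flow cytometry of vesicle-bound cells · Measure – percent CD8+ FL2 mean versus row control · Controls – Peptide-free naked vesicles (low) and QL9 vesicles with 0.7% DMSO vehicle (high)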
Myeloid diff MLP – promotes myeloid progenitor differentiation. calls only at 10 µM. AID 624256. ER-HoxA9 myeloid progenitors, lysozyme-GFP differentiation, flow cytometry. hit rate 1% among 360,000;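 active means normalized GFP-positive differentiation at or above the plate's own cutoff, the solvent-only control mean plus 3 SD; inconclusive means no clear call, values can overlap the other calls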;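 further: cells exposed to compound for four days before flow analysis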
WT yeast gro inh – growth inhibition of WT yeast, mitochondrial fusion screen. inhibition, % at 10 µM. mitochondrial fusion phenotypic screen, WT strain. hit rate 2.1% among 190,000; in the data active means inhibition above about 58%; tested in S. cerevisiae
RSV CPE inhibition – RSV antiviral activity via CPE protection, HEp-2 cells, primary 10 µM value included (AID 2391); HEp-2 cells, RSV-induced CPE inhibition; higher % means a stronger effect; CPE inhibition, % at 10 µM, or IC50 in µM where a hit was titrated; hit rate 0.13% among 310,000; in the data active means a potency from the dose series; inconclusive means CPE inhibition mostly from about 23% at the one dose, without a potency; inactive means the rest, 99 in 100 with CPE inhibition below about 21%; further: strong numbers were not always called active
bCat nuc transl – modulators of beta-catenin nuclear translocation; AID 1665; hit rate 0.3% among 190,000; HeLa beta-catenin nuclear translocation, immunofluorescence imaging; nuclear translocation activity, % at 5 µM;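 active means nuclear translocation activity above 50% at 5 µM, with a well cell count of 50 or more; inconclusive means wells under 50 cells across six images, flagged as toxic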;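 further: per-cell ratio of nuclear to cytoplasmic median beta-catenin stain intensity; plate controls were DMSO negative control for no effect and GSK-3 inhibitor IX positive control for full effect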
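Test system: human HeLa cells, native beta-catenin. Compound dosing: 5 µM primary single dose, 0.1% DMSO, 0.02–20 µM confirmation series. Incubation: compound exposure 24 h at 37°C. Detection: beta-catenin immunostaining with DAPI counterstain, 20x imaging, 6 fields/well. Read-out basis: Nuclear/cytoplasmic beta-catenin signal ratio, % activation.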
MgcRacGAP inhibition – MgcRacGAP GTPase-activating activity inhibitors, confirmation, biochemical, ADP Hunter fluorescence. MgcRacGAP-stimulated Rac1 GTP hydrolysis, ADP Hunter fluorescence; higher % means a stronger effect; GST-tagged Rac1 F28L mutant substrate. inhibition, % at 30 µM; hits with a dose series show IC50 in µM. hit rate 0.6% among 340,000;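 active means first-screen hits whose inhibition reached a set limit at any dose in the follow-up dose series; inconclusive means inhibition above the set first-screen limit but never retested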;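 further: fluorescence reports GDP produced by GAP-driven GTP hydrolysis; strong numbers were not always called active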
Salmonella PhoP GFP – PhoP-dependent GFP reporter repression – Salmonella Typhimurium, primary screen (AID 1863); S. Typhimurium PhoP-regulated promoter GFP reporter, 4 h; higher % means a stronger effect; inhibition, % at 50 µM, or IC50 in µM where a hit was titrated; hit rate 0.16% among 300,000;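 active means inhibition over 29.93%, a cutoff 3 SD above the screen mean, later confirmed by dose response; inconclusive means inhibition over 29.93% but no dose response follow-up; inactive means inhibition at most 29.93% or unconfirmed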;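 further: 0% = low Mg2+ inducing control and 100% = high Mg2+ repressing control; strong numbers were not always called active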
West Nile antiviral – West Nile virus antiviral activity, cell-based, CPE readout (AID 1621); West Nile virus-infected cells, CPE inhibition; higher % means a stronger effect; one-dose CPE inhibition, % at 10 µM; IC50 in µM for titrated hits; hit rate 0.02% among 290,000; in the data active means a potency from the dose series; inconclusive means CPE inhibition mostly from about 3.7% at the one dose, without a potency; inactive means the rest, 99 in 100 with CPE inhibition below about 2.2%; further: strong numbers were not always called active
WT yeast gro inh mutant strain – further read-out of WT yeast gro inh, marked with its call; inhibition, %; mitochondrial fusion phenotypic screen, mutant strain inhibition
bCat nuc transl cell count 5 µM – second read-out of bCat nuc transl, no call of its own (marks repeat the call); cell count; measured here: cell count, cytotoxicity flag
T cell HTS vesicle-bound % – second read-out of T cell HTS, no call of its own (marks repeat the call); double positive events, %; measured here: CD8+ vesicle-bound cell fraction;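 binding gate set so that unloaded-vesicle control wells show 10% double positive cells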
Myeloid diff MLP GFP+ MAC1+ % – recorded beside Myeloid diff MLP, whose call it bears; GFP+ MAC1+ double positive, %; measured here: differentiation confirmed by MAC1 staining
An asterisk follows results filed as active; i = inactive; ? = inconclusive; / = not tested or not shown.

Every second line gives: Large T inhibition	T cell HTS	T cell HTS vesicle-bound %	Myeloid diff MLP	Myeloid diff MLP GFP+ MAC1+ %	WT yeast gro inh	WT yeast gro inh mutant strain	RSV CPE inhibition	bCat nuc transl	bCat nuc transl cell count 5 µM	MgcRacGAP inhibition	Salmonella PhoP GFP	West Nile antiviral
Cc1c(CCO)c(=O)n(C)n1C(=O)c1ccc(F)cc1
 : -3%	i	17	i	2.2	-2	-11	2.5%	0.0	1328	8%	28%	0.1%
COc1ccc(C(=O)NC2CCCc3c2cnn3-c2ccccc2F)cc1OC (centres undefined)
 : 8%	i	21	i	1.1	/	/	-0.9%	/	/	15%	-5%	-1.0%
O=C(NC1CCCCC1)C(c1ccc(Cl)cc1)N(C(=O)c1cnccn1)c1ccc2c(c1)OCO2 (centres undefined)
 : 1%	i	69	i	4.8	6	18	0.2%	/	/	11%	-5%	0.1%
CC1CCN(C(=O)CSc2nnc(-c3cccnc3)n2C2CCCCC2)CC1
 : 1%	i	53	i	0.9	-1	-71	-0.7%	1.5	1183	10%	-6%	-0.7%
O=C1c2ccccc2C(=O)c2c1ncn2-c1ccccc1
 : 2%	i	34	i	0.6	2	-7	0.0%	-1.0	984	-6%	9%	-2.2%
CS(=O)(=O)c1ccc2nc(NC(=O)Nc3ccc(Cl)cc3)sc2c1
 : 6%	i	41	i	0.3	-2	-4	5.6%	/	/	-12%	-12%	/
O=S(=O)(/N=C(/Nc1cccc2ccccc12)c1ccccc1)c1cccs1
 : -3%	i	40	i	1.0	25	7	3.0%	-1.4	1078	12%	30%	0.8%
O=C(N=C1SC2CS(=O)(=O)CC2N1c1ccc(Br)cc1)C1CCCO1 (centres undefined)
 : 8%	i	41	i	0.9	/	/	0.6%	/	/	7%	8%	-0.1%
C=CCc1cc(C)ccc1OCCOCCN1CCN(C)CC1
 : 8%	i	61	i	0.2	/	/	-0.7%	/	/	27%	-6%	0.6%
Clc1cccc(Cl)c1NC1=NCCC1
 : 5%	i	48	i	0.8	16	29	0.0%	/	/	7%	5%	0.7%
O=C(Nc1nnc(CCc2ccccc2)s1)c1ccco1
 : 13%	i	14	i	3.7	-6	5	3.5%	-2.9	1138	3%	0%	-0.2%
c1ccc2[nH]c(CCCCc3nc4ccccc4[nH]3)nc2c1
 : 6%	i	25	i	0.5	/	/	-0.1%	/	/	7%	7%	-0.9%
Cc1c(Cl)ccc(S(=O)(=O)Nc2cccnc2)c1Cl
 : 2%	i	52	i	0.4	/	/	1.3%	/	/	6%	17%	-0.2%
COc1ccc(/C(C)=N/Nc2nc3ccccc3n3cnnc23)cc1OC
 : 9%	i	30	/	/	/	/	/	0.9	1292	/	-6%	0.1%
CNc1ccc(C(=O)OCC(=O)NCc2ccc3c(c2)OCO3)cc1[N+](=O)[O-]
 : /	i	32	i	0.9	/	/	2.2%	/	/	-1%	/	/
COc1ccc2[nH]c(=O)c(C(c3nnnn3C(C)(C)C)N(Cc3ccco3)CC3CCCO3)cc2c1 (centres undefined)
 : 2%	i	16	i	1.3	-3	10	2.2%	-1.8	861	16%	-8%	-0.3%
Cc1ccc(OCCC(=O)OCC(=O)c2c(N)n(C)c(=O)n(C)c2=O)cc1
 : 3%	i	41	i	0.6	/	/	-1.6%	/	/	-2%	1%	/
O=C(NCc1cn2ccccc2n1)c1ccc2c(c1)OCO2
 : 1%	i	47	i	0.8	-2	4	2.5%	/	/	9%	10%	0.5%
CC(=O)c1ccc(-c2nc3ccccc3n2C)o1
 : 4%	i	29	i	0.9	5	-4	1.3%	/	/	10%	2%	-0.1%
CC(=O)Nc1cccc(C(=O)Nc2cccc(S(=O)(=O)NCc3ccco3)c2)c1
 : /	i	40	i	0.7	/	/	1.8%	/	/	1%	/	/

The listing continues:
Every second line gives: Large T inhibition	T cell HTS	T cell HTS vesicle-bound %	Myeloid diff MLP	Myeloid diff MLP GFP+ MAC1+ %	WT yeast gro inh	WT yeast gro inh mutant strain	RSV CPE inhibition	bCat nuc transl	bCat nuc transl cell count 5 µM	MgcRacGAP inhibition	Salmonella PhoP GFP	West Nile antiviral
O=C(NCCOc1cccc(Cl)c1Cl)c1cc(-n2cnnc2)ccc1Cl
 : 3%	i	58	i	3.6	21	8	3.4%	2.7	1456	7%	-6%	-0.2%
Cc1ccccc1NC(=O)c1ccc2ccccc2c1
 : 9%	i	38	i	0.4	/	/	2.3%	/	/	6%	7%	-0.4%
CCCN(CCC)S(=O)(=O)c1ccc(C(=O)Nc2nnc(-c3cccc(OC)c3)o2)cc1
 : 9%	i	31	i	0.5	-1	-32	2.6%	-2.4	480	8%	-1%	?
Clc1ccccc1-c1nc(-c2ccc(Br)o2)no1
 : 6%	i	51	i	0.8	/	/	2.6%	/	/	6%	2%	1.2%
CCCOc1cccc(OCCSc2nc(C)cc(=O)[nH]2)c1
 : 8%	i	8	i	1.7	17	9	3.9%	-4.0	1076	10%	4%	-0.5%
CC(C)N1CCN(Cc2cccn2-c2nccs2)CC1CCO (centres undefined)
 : 8%	i	59	i	0.2	-9	-4	-0.6%	0.2	1470	0%	2%	-0.8%
CN(C(=O)COC(=O)c1ccc2c(c1)OCO2)C1CCS(=O)(=O)C1 (centres undefined)
 : 13%	i	36	i	1.2	8	-1	1.8%	-6.3	857	8%	2%	0.5%
O=C(C1COc2ccccc2O1)N1CCN(S(=O)(=O)c2cc(F)ccc2F)CC1 (centres undefined)
 : /	i	33	i	0.3	/	/	1.5%	/	/	1%	/	/
CCOc1cc(S(=O)(=O)NCCc2ccc(OC)c(OC)c2)c(OCC)cc1-n1cnnn1
 : 4%	i	14	i	6.0	6	8	-0.6%	-9.1	1229	6%	3%	-0.5%
Cc1cc(NS(=O)(=O)c2ccc(NC(=O)CSc3nc4sc(C(=O)O)c(C)c4c(=O)[nH]3)cc2)no1
 : 11%	i	12	i	0.0	-14	10	0.7%	-0.7	1140	10%	-2%	1.5%
CC(=O)c1cccc(CN2CCC(C(=O)Nc3cccc(-c4ccn[nH]4)c3)CC2)c1
 : -2%	i	70	?	/	/	/	0.3%	/	/	-1%	7%	-0.8%
CC1CC(C)CN(C(=O)C2CCCN(S(=O)(=O)c3cccc4nonc34)C2)C1 (centres undefined)
 : 19%	i	42	i	0.7	-18	14	4.3%	-7.1	1240	3%	1%	0.6%
c1ccc(-c2nnc(-c3ccccn3)s2)nc1
 : 6%	i	36	i	0.6	/	/	-0.9%	-0.6	1429	12%	-3%	0.0%
CCc1ccc(CNC(=O)CCCC(=O)n2nc(C)c3ccccc32)cc1
 : 3%	i	33	i	2.5	/	/	3.0%	/	/	4%	-5%	0.0%
O=C(O)C1=C[C@H](c2coc3ccccc3c2=O)C[C@H](OCCCCO)O1
 : 9%	/	/	i	1.5	-22	-12	-0.2%	0.5	1135	1%	-10%	0.3%
Cc1cccc(OCC(=O)Nc2nc(-c3ccncc3)cs2)c1
 : /	i	17	i	1.3	/	/	-0.4%	/	/	5%	/	/
O=C(O)c1cccc2cc(-c3ccccc3)oc(=O)c12
 : 5%	i	20	i	0.6	/	/	2.5%	/	/	/	3%	-0.6%
CCN(CCNC(=O)C1CCC(=O)N1Cc1ccc(C)cc1)c1ccccc1 (centres undefined)
 : 15%	i	32	i	0.3	-7	-3	0.6%	-1.9	1036	4%	-4%	-1.1%
N#CC1=C(N)Oc2ccc3ccc(O)cc3c2C1c1ccsc1 (centres undefined)
 : 17%	/	/	i	1.0	7	1	/	0.0	1111	16%	-25%	-0.3%
CCN(CC(=O)Nc1ccc2c(c1)OCCO2)C(=O)C(C)Oc1ccc(Cl)cc1 (centres undefined)
 : 14%	i	47	i	0.8	/	/	-1.6%	/	/	6%	1%	/

Later entries
Every second line gives: Large T inhibition	T cell HTS	T cell HTS vesicle-bound %	Myeloid diff MLP	Myeloid diff MLP GFP+ MAC1+ %	WT yeast gro inh	WT yeast gro inh mutant strain	RSV CPE inhibition	bCat nuc transl	bCat nuc transl cell count 5 µM	MgcRacGAP inhibition	Salmonella PhoP GFP	West Nile antiviral
COC(=O)c1cc2oc(C)cc2n1CC(=O)Nc1ccc(OC)c(OC)c1OC
 : 3%	/	/	/	/	13	12	/	-1.3	1435	/	-8%	-0.1%
CCc1ccc(-n2cc(-c3ccc([N+](=O)[O-])cc3)[nH]c2=S)cc1
 : 9%	i	36	i	0.4	-5	7	0.9%	-1.9	1088	13%	-4%	-0.4%
O=C(CN1C(=O)S/C(=C\C=C\c2ccccc2)C1=O)NC1CCS(=O)(=O)C1 (centres undefined)
 : 17%	i	17	i	3.9	/	/	1.7%	/	/	14%	-5%	0.2%
CC(C)NC(=O)Nc1ccc(Br)cc1Cl
 : 1%	i	30	i	0.0	8	6	-1.9%	1.0	1111	7%	-6%	0.2%
N#CC(C#N)=C1C=CC=CN1/C(=C\c1ccco1)C(=O)c1ccccc1
 : ?	i	47	?	/	-21	8	-1.4%	-1.0	1122	17%	0%	0.9%
O=C(NCc1ccccn1)c1nn(-c2ccccc2)c(=O)c2ccccc12
 : 2%	i	44	i	0.5	3	4	-0.6%	-0.2	1014	7%	-9%	-0.4%
CCc1ccc(NC(=O)CN2CCCN(S(=O)(=O)c3ccc(F)cc3)CC2)cc1
 : 26%	i	59	i	0.3	/	/	20%	/	/	8%	3%	-0.7%

No enrichment for hits. About 3.6% of those tested had a hit in this group.
